From PubChem BioAssay
Pf apPOL inh: Pf-apPOL DNA polymerase inhibition | 0.25% of 210,000 active | AID 1794808 | Recombinant Pf-apPOL, molecular beacon fluorescence, 1.5 h | inhibition, % at 10 µM
mHTT-CaM PPI inh: inhibitors of human mutant huntingtin-calmodulin interaction. AlphaScreen His-mHTT/GST-CaM binding, luminescence. AID 1671202. inhibition, % at 15 µM. P42858. 3.6% of 190,000 active;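 also: 0% = both proteins with DMSO and 100% = one protein alone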
* = called active by the depositor; nt = no result given; & = joins results of further samples. Rule as the data show it: active = inhibition above about 50%; inactive = the rest. Rows were taken by chance; any-hit rate near 3.7%.

SMILES | Pf apPOL inh | mHTT-CaM PPI inh
COc1ccccc1N1CCN(C2CC(=O)N(c3ccc(C(=O)O)cc3)C2=O)CC1 (stereo not drawn) | -6.7 | -2.0
O=C(CN(Cc1ccc(Br)cc1)S(=O)(=O)c1ccccc1)NCc1cccnc1 | 4.7&0.9 | 4.0&-2.6
Cc1cc(C)c(NC(=O)c2cc(S(=O)(=O)NCc3ccco3)ccc2F)c(C)c1 | -23.9 | 8.0
CC(C)NC(=O)c1ccc(OCC2CCCN(C(=O)c3ccc(N(C)C)cc3)C2)cc1 (stereo not drawn) | -2.5 | -0.8
COc1cccc(C2NC(=O)NC(C)=C2C(=O)Nc2ccc(F)c(F)c2)c1 (stereo not drawn) | 0.6 | 3.0
CCCCCCCC(=O)Nc1nnc(Sc2ccnc3cc(Cl)ccc23)s1 | 3.5&-13.8 | nt
CCc1ccccc1NC(=O)CCCN1C(=O)c2cccnc2C1=O | -15.0 | -1.0
COc1ccc2oc(=Nc3ccc(O)cc3)c(C(N)=O)cc2c1 | 1.2 | 32.0
Cc1nc(COc2ccc(C(N)=NO)cc2)cs1 | 0.1 | nt
CCn1c(SC)nnc1-c1nn(C)c2c1CN(C(=O)c1ccccc1)CC2 | -8.0 | -2.8
O=C(CSc1ssc(=S)c1-c1ccccc1)c1cccc([N+](=O)[O-])c1 | -4.2 | nt
CCN1c2cc(C(=O)N3CCN(c4cccc(C)c4)CC3)ccc2C(=O)N2CCCCC21 (stereo not drawn) | -3.2 | 48.7
O=C(Nc1ccc(Cl)cc1)Nc1nc(C(=O)NCc2ccccn2)cs1 | -4.3 | 3.9
Cc1ccc(F)cc1NC(=O)c1ccccc1C | -3.7 | 0.6
NC(=O)C1(N2CCCCC2)CCN(C2CC(=O)N(c3ccccc3F)C2=O)CC1 (stereo not drawn) | -3.5 | -7.0
N=C(N)c1ccc(C(F)(F)F)cn1 | 2.0 | nt
Cn1cc([N+](=O)[O-])c(C(=O)n2cc(Br)cn2)n1 | -1.5 | -9.0
Cc1ccc(Sc2c(C)nn(C(=O)COc3ccccc3)c2C)cc1 | 1.9 | -2.0
CSc1ccc(NC(=O)C2CC(=O)N(c3ccc4c(c3)CCN4C(C)=O)C2)cc1 (stereo not drawn) | 2.3 | -6.3
NC(=O)c1cn(-c2ccccc2)nc1-c1ccc(Br)cc1 | -0.7 | 3.2
CCCOC(=O)[C@H]1NC(=O)N2[C@@H]1SC(C)(C)[C@@H]2C(=O)OCCC | -6.1 | -4.1
O=[N+]([O-])c1ccc(C2=NNC(c3ccc(F)cc3)C2)cc1 (stereo not drawn) | 1.9 | 15.1
CCOc1ccccc1CN1C(=O)CCC1(C)C(=O)NC1CCCCCC1 (stereo not drawn) | -12.0 | 3.0
CCCN1CCC(NC(c2ccccc2)c2ccc(Cl)cc2)CC1 (stereo not drawn) | 3.8 | 6.4
CCc1ccc(CCNC(=O)O[C@@H]2C[C@H]3C[C@@H]2[C@H]2CCCCN2C3)cc1 | -12.9 | 0.7
CCC(C(=O)O)N1C(=O)C(=Cc2cccc(OC)c2OC)SC1=S (stereo not drawn) | -18.7 | 7.2
Fc1ccc(OCC2CN(Cc3cccs3)CCO2)c(F)c1 (stereo not drawn) | -7.5 | -16.0
Cc1nn(-c2ccccc2)c(=O)c2noc(C)c12 | -5.6 | nt
O=C(Cc1nc(-c2ccccc2)n[nH]1)Nc1cccc(F)c1 | -1.2 | -6.3
CCCCS(=O)(=O)N1CCC(c2nc3ccncc3n2CC(C)C)C1 (stereo not drawn) | -1.1 | -5.9
CCOc1ccc(C(=O)Nc2cc3nn(-c4ccccc4)nc3cc2C)cc1[N+](=O)[O-] | -5.4 | -1.0
COc1ccccc1NC(=O)N1CCCC1c1nc(-c2ccc(F)cc2F)no1 (stereo not drawn) | 2.4 | 1.1
CCC(C)NC(=O)C1CCN(c2ccc(C)c(F)c2)C1=O (stereo not drawn) | 2.2 | -1.4
COc1ccc(NC(=O)C2CCN(c3cc(C(=O)N4CCCC4)ccn3)CC2)cc1Cl | -1.5 | 7.3
Cc1c(Cn2cc(N)cn2)cnn1C | nt | -2.4
Cc1ccc(CCN2CC(C(=O)NCCCN3CCN(C)CC3)CC2=O)cc1 (stereo not drawn) | -2.6 | -6.9
O=C(NCCOc1ccc2nnc(-c3ccccc3)n2n1)c1ccccc1C(F)(F)F | -5.6 | 8.5
O=C(c1ccc(OCC2CCN(C(=O)c3ccccc3F)CC2)cc1)N1CCCC1 | -1.8 | -4.0
Cc1ccc(Sc2nccnc2N2CCCC(C(=O)NCCCN3CCCC3)C2)cc1 (stereo not drawn) | 3.4 | 8.8
CC1=NN(c2cccc(Cl)c2)C(=O)/C1=C/c1ccc(Cl)c([N+](=O)[O-])c1 | 3.2 | 76.0*
c1ccc(-c2nc(-c3cccnc3)no2)cc1 | -3.5 | -5.3&-9.4
COc1c(C=O)c(=O)[nH]c2c(OC)cccc12 | -10.8 | nt
O=C(Nc1c2c(nn1-c1ccc(Cl)cc1)CS(=O)(=O)C2)c1ccccc1Cl | -1.4 | 11.0
O=C(NCCCN1CCCCC1)C1CCN(c2nc3cccnc3s2)CC1 | -6.8 | -14.0
Nc1c(C(=O)NCCc2ccc(Cl)cc2)sc2ccc(S(=O)(=O)N3CCCCC3)cc12 | -15.4 | 4.0
CCCn1c(=N)c(C(=O)NCCCOC)cc2c(=O)n3ccccc3nc21 | -0.8 | 1.0
CC(C)NC(=O)N1CCCC(c2cccc(C(=O)NCc3ccc(F)c(Cl)c3)c2)C1 (stereo not drawn) | -3.2 | 3.9
Cc1ccc(NC(=O)C2CCCN(c3ncc(-c4ccc(F)cc4)cn3)C2)cc1 (stereo not drawn) | 0.9 | -3.5

Brought forward from above: 3 compounds, followed by the next part.
SMILES | Pf apPOL inh | mHTT-CaM PPI inh
CCCn1c(=N)c(C(=O)NCCCOC)cc2c(=O)n3ccccc3nc21 | -0.8 | 1.0
CC(C)NC(=O)N1CCCC(c2cccc(C(=O)NCc3ccc(F)c(Cl)c3)c2)C1 (stereo not drawn) | -3.2 | 3.9
Cc1ccc(NC(=O)C2CCCN(c3ncc(-c4ccc(F)cc4)cn3)C2)cc1 (stereo not drawn) | 0.9 | -3.5
COc1ccc(/C=C2/CC(c3ccccc3)=CC2=O)cc1 | 2.0 | -1.0
C=CCn1c(=N)c(C(=O)NC)cc2c(=O)n3cccc(C)c3nc21 | 3.7 | -8.0
COc1ccc(OC)c(C2SCCN2S(=O)(=O)c2ccc(Br)cc2)c1 (stereo not drawn) | -6.1 | 3.0
CSC[C@H]1CN(c2ccccc2)C(=O)[C@@H]1CC(=O)Nc1ccccc1 | -0.8 | 0.5
O=C(c1ccc(F)cc1)N1CCC(Nc2ncnc3c2CCC3)CC1 | 1.2 | -3.2
CC1Oc2ccc(N)cc2CN(C2CCCCC2)C1=O (stereo not drawn) | -0.3 | 30.7
CC1C(=O)N(c2cccc(Cl)c2)CCN1C(=O)C1CCC1 (stereo not drawn) | -4.0 | -5.2
O=C(O)CCn1ccnc1-c1ccccc1 | -8.4 | -4.9
O=C(N1CCN(Cc2ccc3c(c2)OCO3)CC1)C1(c2ccccc2)CCOCC1 | 2.9 | -2.6
O=C1C(=C(c2ccccc2)c2ccccc2)C(=O)c2ccccc21 | -10.8 | 60.7*
CNC(=O)c1cccc2cccc(S(=O)c3ccccc3)c12 (stereo not drawn) | 1.9 | nt
CC(C)CNC(=O)c1ccc(NC(=O)Cc2ccccc2)cc1 | -8.9 | 1.6

Fetched by compound from the list above, 6 records:
SMILES | Pf apPOL inh | mHTT-CaM PPI inh
COc1ccc(/C=C2/CC(c3ccccc3)=CC2=O)cc1 | 2.0 | -1.0
CNC(=O)c1cccc2cccc(S(=O)c3ccccc3)c12 (stereo not drawn) | 1.9 | nt
O=C(N1CCN(Cc2ccc3c(c2)OCO3)CC1)C1(c2ccccc2)CCOCC1 | 2.9 | -2.6
CC1Oc2ccc(N)cc2CN(C2CCCCC2)C1=O (stereo not drawn) | -0.3 | 30.7
COc1ccc(OC)c(C2SCCN2S(=O)(=O)c2ccc(Br)cc2)c1 (stereo not drawn) | -6.1 | 3.0
O=C1C(=C(c2ccccc2)c2ccccc2)C(=O)c2ccccc21 | -10.8 | 60.7*

(next part)
SMILES | Pf apPOL inh | mHTT-CaM PPI inh
O=C(CSc1nnc(COc2ccc3c(c2)CCCC3)o1)Nc1ccc(Cl)cc1 | 8.8 | -2.0
Cc1ccc(SCCNC(=O)Cc2ccccc2)cc1 | 0.9 | -6.3
CCCNC(=O)c1cccc(-c2nc(-c3ccccc3)no2)c1 | -11.8 | -1.4
Cc1ccc(Cl)cc1NC(=O)C(C(C)C)N1C(=O)c2ccccc2C1=O (stereo not drawn) | 1.4 | -7.0
Cc1csc(NC(=O)c2ccc(=O)n(C)n2)n1 | -5.8 | -5.6
CCN1c2cc(C(=O)N3CCN(c4ccccn4)CC3)ccc2C(=O)N2CCCCC21 (stereo not drawn) | 1.4 | 4.4
CCCC1=C(C(=O)OCC)C(c2ccc(OC)c(OC)c2)C(C#N)=C(N)O1 (stereo not drawn) | 0.6 | 3.4
O=C(Nc1cccc(Cl)c1)N1CCN2C(=O)c3ccccc3C12c1ccccc1 (stereo not drawn) | -1.7 | 34.0
O=C(O)CCc1ccc(Br)cc1[N+](=O)[O-] | -3.4 | 0.4
COc1ccc(/C=C(\NC(=O)c2ccc(Cl)cc2)C(=O)Nc2ccc(C)c(F)c2)cc1OC | 4.1 | -1.0
O=C(COc1ccccc1)NC1CCCCCCC1 | -9.3 | -14.0
CC(C)(C)c1nnc(NC(=O)Nc2ccc(OC(F)(F)F)cc2)s1 | 1.7 | nt

Four of the compounds above, with values under each structure.
Under each structure – Pf apPOL inh	mHTT-CaM PPI inh
- Cc1csc(NC(=O)c2ccc(=O)n(C)n2)n1
→ -5.8	-5.6
- CCN1c2cc(C(=O)N3CCN(c4ccccn4)CC3)ccc2C(=O)N2CCCCC21 (stereo not drawn)
→ 1.4	4.4
- CCCC1=C(C(=O)OCC)C(c2ccc(OC)c(OC)c2)C(C#N)=C(N)O1 (stereo not drawn)
→ 0.6	3.4
- O=C(Nc1cccc(Cl)c1)N1CCN2C(=O)c3ccccc3C12c1ccccc1 (stereo not drawn)
→ -1.7	34.0

Later entries:
SMILES | Pf apPOL inh | mHTT-CaM PPI inh
O=C(Nc1ccc(Cl)cc1Cl)C1CCN(C(=O)c2ccc(F)cc2)CC1 | -18.5 | 5.6
CN1CCN(CCNC(=O)c2cc3n(n2)CCCN(Cc2ccccc2)C3=O)CC1 | -2.4 | -0.5
C=CCNC(=O)Nc1nc2c(s1)C(=O)CC(C)(C)C2 | -4.9 | -18.0
Cc1nnc(NC(=O)CN(C)C(=O)c2c[nH]c3ccccc23)s1 | -9.0 | -8.3
O=Cc1ccc(-c2ccc3c(c2)C(=O)OC3)o1 | nt | -0.6
CNC(=O)/C(=C\c1ccc(OC)cc1)NC(=O)c1ccco1 | 6.8 | -3.7
COc1ccc(-c2c3c(=O)n(C)c(=O)n(C)c3cn2-c2ccccc2O)cc1 | 92.3* | 21.0
CC1CN(C(=O)Cn2ccnc2)CC1c1nc(-c2ccncc2)no1 (stereo not drawn) | -8.0 | 4.7
O=C(Nc1cccc(Cl)c1)O[C@@H]1C[C@H]2C[C@@H]1[C@H]1CCCCN1[C@H]2Cc1ccccc1 | -3.7 | 12.2
Cc1ccc(NC(=O)c2c(C)sc3c(=O)n(CC4CC4)cnc23)c(C)c1 | 3.7 | 26.0
CCOC(Cc1nnc(SCC(=O)c2ccc(Cl)cc2Cl)n1C)OCC | -14.7 | nt
O=C(C1CCOC1)N1CCC(CCOCc2ccc(F)cc2)CC1 (stereo not drawn) | -3.2 | -5.6
O=C(NCCc1ccccc1)N1CCC(n2c(-c3ccoc3)nc3cccnc32)C1 (stereo not drawn) | -2.0 | 36.5
O=C(NCCSc1ccccc1)c1ccc(F)cc1 | -3.6 | -11.1
Cc1cc2c(=O)n(CC(=O)NCc3ccccn3)cnc2s1 | -0.4 | -7.0
C=CCc1cc(C)ccc1OCCOCCN1CCOCC1 | 1.2 | -0.9
CC(=O)NC1(C(F)(F)F)C(=O)Nc2c1c(=O)[nH]c(=O)n2Cc1ccccc1 (stereo not drawn) | -8.4 | -3.0
O=Cc1c(-c2ccccc2)[nH]c2ccccc12 | -2.4 | -5.1
CCC(=O)NCc1nc2c(n1C)CN(S(=O)(=O)Cc1ccccc1)CC2 | -5.1 | -1.5
CC(C)NC(=O)c1ccc(OCC2CCCN2C(=O)C2CCCCC2)cc1 (stereo not drawn) | -3.1 | 2.6
COc1ccccc1CN1C(=O)c2ccccc2C1C(=O)NCCc1ccc(OC)c(OC)c1 (stereo not drawn) | -1.4 | 2.0
Cc1ccc(N2CCN(C/C=C/c3ccccc3[N+](=O)[O-])CC2)cc1 | 0.1 | 44.3
COc1ccc(S(=O)(=O)N2CC=C(c3cn(C)c4ncccc34)CC2)cc1 | -1.7 | 40.3
Cc1cc(=O)oc2cc(Oc3nc(-c4cccnc4)nc4ccccc34)ccc12 | -18.2 | -2.0

Next part; the last 2 above are carried over.
SMILES | Pf apPOL inh | mHTT-CaM PPI inh
COc1ccc(S(=O)(=O)N2CC=C(c3cn(C)c4ncccc34)CC2)cc1 | -1.7 | 40.3
Cc1cc(=O)oc2cc(Oc3nc(-c4cccnc4)nc4ccccc34)ccc12 | -18.2 | -2.0
CCCCNC(=O)Cn1nc(C(F)(F)F)c(Cl)c1C | -2.5 | -10.0
CC1C(=O)N(c2ccc(Oc3ccccc3)cc2)CCN1C(=O)C1CC1 (stereo not drawn) | -4.4 | 5.5
COc1ccc(OCC(=O)N2CCc3cn(C)c4cccc(c34)C2)cc1 | -6.0 | 32.7
Cc1oc2cc(O)ccc2c(=O)c1-c1ccc(Br)cc1 | -4.2&2.7 | 1.2&-2.5
Cc1cc(NC(=O)Cn2cc3c(n2)CCCCC3)ccc1Br | -0.3 | -6.8
Cc1cccc(-c2noc(C3CCCN3C(=O)c3nccc4ccccc34)n2)c1 (stereo not drawn) | -2.2 | -1.0
CCC(=O)N1CCCn2nc(-c3cccnc3)cc2C1 | -3.0 | -0.6
Fc1cccc(-c2nnc(SCc3nc4ccccc4[nH]3)n2-c2ccccc2)c1 | -3.6 | -9.2
CCNC(=O)c1ccc2c(c1)N(S(=O)(=O)c1ccccc1)CC2 | -0.8 | -3.6
